High-throughput results deposited in PubChem BioAssay by National Center for Advancing Translational Sciences (NCATS).
Mito fusion act: inhibitors of mitochondrial division or activators of mitochondrial fusion | S. cerevisiae fusion-defective mutant growth rescue, CellTiterGlo 48 h | Potency, µM (series often up to 46.1 µM), for the others: top-dose growth rescue (activation), most hits filed as activators | actives 0.23% (n = 320,000);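 note: potency is the fitted concentration of half-maximal effect; % of control where 0% means no effect; nearly all actives have a fitted effect of over 45% in size; temperature-sensitive fusion mutants such as fzo1-1 at 37 °C on non-fermentable ethanol glycerol medium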
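Luminescent cell viability in 1536-well qHTS format served as the measure of rescued growth in ts fusion-mutant S. cerevisiae cultured on non-fermentable YPEG for 48 hours at 37C.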
Eya2 inh: blocks the phosphatase activity of human Eya2 | O00167 | recombinant Eya2, OMFP fluorescence dephosphorylation (OMFP is methylfluorescein phosphate) | Potency, µM (doses to about 76.9 µM), for the others: at the top dose activity, negative = inhibition, actives largely listed as inhibitors | actives 0.006% (n = 330,000) | AID 488837; note: potency is the fitted concentration of half-maximal effect; % is set by controls: 0 for no effect and ±100 for the full control effect
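Eya2 (0.2 uM) preincubated 10 min at ambient with compound, then OMFP substrate added at 50 uM; 10 min reaction in 50 mM HEPES pH 7.5, 50 mM NaCl, 5 uM MgCl2, 0.05% BSA, 1 mM DTT. Fluorescence read at Ex 485/Em 525 nm.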
ELG1 repair inh: blocks ELG1-dependent DNA repair in HEK293T cells | HEK293T ELG1-luciferase reporter, luminescence, 16 h; DNA damage induced by 5-fluorouridine | Potency, µM (top dose mostly 46.1 µM), for inactives: at the top dose activity change, negative = inhibition, actives largely listed as inhibitors | actives 2.3% (n = 330,000) | AID 504467; note: potency is the fitted concentration of half-maximal effect; % is set by controls: 0 for no effect and ±100 for the full control effect; nearly all actives have a fitted effect of over 55% in size
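5-Fluorouridine DNA damage + compound/DMSO, 2,000 cells/well, 16 h, 37 °C/5% CO2. ONE-Glo, 30 min RT, luminescence. Readout = decrease in reporter signal.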
hERG WT inh: blocks the wildtype human KCNH2 potassium channel | actives 0.37% (n = 340,000) | activity change, % at 1.84 µM | U2OS, BacMam KCNH2, thallium flux FluxOr; stronger effect = lower value | AID 720551;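 active = maximum activity change below -70%; inconclusive = maximum activity change between -70% and -50%; inactive = maximum activity change above -50%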; note: % is set by controls: 0 for no effect and ±100 for the full control effect
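U2OS cells transduced with wild-type KCNH2 virus are loaded with FluxOr dye for 45 min, and thallium flux is measured in kinetic reads before and after stimulation buffer. Rate constants are normalized to DMSO controls.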
TSHR antag: human thyrotropin receptor antagonism; activity change, negative = inhibition, % at 11.5 µM; AID 504810; actives 0.2% (n = 330,000); TSHR-expressing cells, TSH-stimulated cAMP HTRF, 2 h; stronger effect = lower value;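 active = activity change below a set negative limit, meaning inhibition stronger than a set level, cut at about -70% in these data; inconclusive = activity change between two set negative limits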; note: % is set by controls: 0 for no effect and ±100 for the full control effect
Target sequence (P16473 whole entry, looked up): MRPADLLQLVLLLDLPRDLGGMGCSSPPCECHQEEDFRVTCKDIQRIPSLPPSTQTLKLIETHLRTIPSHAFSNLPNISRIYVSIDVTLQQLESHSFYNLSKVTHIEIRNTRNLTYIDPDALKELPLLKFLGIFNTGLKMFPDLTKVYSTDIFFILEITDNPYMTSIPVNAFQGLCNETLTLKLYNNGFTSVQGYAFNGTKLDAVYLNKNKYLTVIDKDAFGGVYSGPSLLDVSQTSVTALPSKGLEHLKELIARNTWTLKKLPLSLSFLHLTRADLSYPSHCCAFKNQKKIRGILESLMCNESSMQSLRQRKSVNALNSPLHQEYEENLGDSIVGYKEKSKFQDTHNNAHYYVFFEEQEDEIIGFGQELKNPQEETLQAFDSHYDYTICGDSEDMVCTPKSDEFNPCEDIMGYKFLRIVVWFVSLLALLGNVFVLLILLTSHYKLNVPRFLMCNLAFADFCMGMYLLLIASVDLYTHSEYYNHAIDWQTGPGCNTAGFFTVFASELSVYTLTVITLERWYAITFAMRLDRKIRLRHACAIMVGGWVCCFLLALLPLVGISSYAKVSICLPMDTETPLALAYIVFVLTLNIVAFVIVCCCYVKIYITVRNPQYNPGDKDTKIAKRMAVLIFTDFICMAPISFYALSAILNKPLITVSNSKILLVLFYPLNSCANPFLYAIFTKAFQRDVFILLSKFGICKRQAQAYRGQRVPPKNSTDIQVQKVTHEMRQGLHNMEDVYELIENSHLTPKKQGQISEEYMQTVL
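Inhibition of cAMP made by TSHR-expressing cells under TSH stimulation (4nM final, EC80; 2 h, 37 deg C) is quantified with a one-step lysis HTRF kit, anti-cAMP cryptate versus cAMP-d2.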
USP2a inh: blocks human ubiquitin-specific protease USP2a; O75604; USP2 core, Ub-CHOP2 coupled fluorogenic reporter, 485/531; Potency, µM (doses to about 38.3 µM), for inactives: at the highest dose activity change, negative = inhibition, actives largely listed as inhibitors; actives 0.01% (n = 330,000);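 note: potency is the fitted concentration of half-maximal effect; plate controls were DMSO wells for no effect and full inhibition by NEM control for full effect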
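Cell-free coupled assay: 10nM USP2 core preincubated 30min RT with compound in Tris-HCl pH 8.0/CaCl2/CHAPS buffer, then 25nM Ub-CHOP2 and 25nM reporter substrate; fluorescence (Ex 485/Em 531) read after 60min RT, normalized to NEM inhibition, concentration-response curves fitted.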
TCR activator: T cell receptor activation; AID 504894; primary human leukocytes, anti-CD3, IL-2 HTRF, 48 h; Potency, µM (highest dose often 9.22 µM), for the others: at the top dose activation of IL-2 secretion, hits mostly activators; 330,000 tested, under 10 active; note: % of control where 0% means no effect
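IL-2 release read by HTRF sandwich (Eu cryptate donor, d2 acceptor, 665 nm emission) after 48 hr exposure of primary human leukocytes to compound together with anti-CD3 beads in the absence of co-stimulatory signals.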
KCNH2 3.1 block: blocks the human KCNH2 3.1 channel isoform; activity change, % (tested at about 1.8 µM); U2OS KCNH2 3.1, thallium flux FluxOr; stronger effect = lower value; actives 0.95% (n = 340,000); AID 720553;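 active = maximum activity change below -70%; inconclusive = maximum activity change from -70% to -50%; inactive = maximum activity change above -50%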;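 note: thallium influx rate constant from kinetic fluorescence after stimulation buffer; % is set by controls: 0 for no effect and ±100 for the full control effect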
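Virally transduced U2OS (3.1 isoform, 4 h infection in dark at RT) → overnight 37 C → FluxOr + Red40 in HBSS/HEPES, 45 min → stimulation buffer, 2 min kinetic read → rate constant vs DMSO controls.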
TRPV1 ag: agonists of human vanilloid receptor 1 (TRPV1) | TRPV1-expressing cells, Fluo-8 calcium influx, agonist mode | activation, % at 8.33 µM | actives 0.19% (n = 320,000) | AID 540275; in the data active = activation above about 80%; inconclusive = between about 30% and that limit; note: 0% is about no effect
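Cells expressing TRPV1 were dye-loaded with Fluo-8 and read kinetically: 10 s baseline, 3 min after compound (agonist portion), then 2 min after EC20 capsaicin (allosteric enhancer portion). Calcium-bound dye fluorescence at 480/520 nm.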
A-T KAP1 phos: potential ataxia-telangiectasia treatment; […] A-T fibroblasts, KAP-1 phosphorylation AlphaLISA; neocarzinostatin DNA damage 30 min before lysis; Potency, µM (series often up to 57.5 µM), without a hit: at the highest dose activation, hits mostly activators; actives 0.19% (n = 320,000); AID 485349; note: potency is the fitted concentration of half-maximal effect; % of control where 0% means no effect; nearly all actives have a fitted effect of over 45% in size
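hTERT-immortalized A-T patient fibroblasts ([…]), 500 cells/well in OPTI-MEM, 1% FBS, got compounds for 60 min, then NCS for 30 min at 37C. Lysates were then assayed for phospho-KAP-1 by AlphaLISA (anti-pKAP1 donor, anti-KAP1 acceptor beads), 6 hr at 25C.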
Active calls of the source: *; i = inactive; ? = inconclusive; . = not tested or not shown; [ ] = dose if it differs, or a comment. Unless noted, calls come from the whole dose curve; as a rule, active = well fitted curve in the direction sought with a large enough effect; inconclusive = small, poorly fitted or top-dose-only effect, or another doubt; inactive = no such curve, though single readings can be large; an effect the other way counts as inactive or inconclusive. A portion of the library, so the mix of outcomes need not match the whole.

SMILES	Mito fusion act	Eya2 inh	ELG1 repair inh	hERG WT inh	TSHR antag	USP2a inh	TCR activator	KCNH2 3.1 block	TRPV1 ag	A-T KAP1 phos
COc1ccc(NC(=O)CNC(=O)Cn2cnc3sc(C)c(C)c3c2=O)cc1OC	1.8%	6.5%	-10.2%	-9.6	-3.9	0.3%	-1.9%	4.2	0.1	-4.6%
COc1ccc(S(=O)(=O)N2CN(CCc3ccc(OC)c(OC)c3)c3nc4ccccc4nc32)cc1	-1.2%	2.9%	-17.5%	-5.7	-4.3	2.7%	-13.5%[46.1 µM]	1.4	-2.0	3.3%
c1c2c(cc3sc(N4CCOCC4)nc13)OCO2	-3.8%	3.3%	?	-6.0	-5.8	1.5%	10.6%	-4.7	-1.8	-6.1%
COc1ccccc1N1C(=O)c2cccc3c(C(=O)O)ccc(c23)C1=O	-2.7%	18.2%	7.0%	2.2	8.3	4.8%	3.9%	3.6	-4.9	.
Cc1nnc(NC(=O)CSc2nnc(-c3ccoc3C)n2CC(C)C)s1	-1.5%	2.2%	-1.9%	6.8	39.4	-1.1%	2.8%	2.1	-1.2	17.0%
O=C(O)CCn1c(SCc2ccccc2)nc2ccccc21	-5.8%	19.9%	?	7.4	-1.6	-1.6%	-2.7%	0.5	2.2	6.0%
S=C(Nc1ccccc1)N1CCn2cccc2C1c1cccnc1 (stereo not drawn)	1.0%	2.5%	-1.0%	-12.0	21.8	2.8%	8.6%[46.1 µM]	8.7	3.9	6.7%
COc1ccc(C(=O)n2cc(C(C)=O)c3ccccc32)cc1	-0.2%	-2.1%	-25.6%	-13.1	-4.3	1.2%	10.5%	4.7	-0.7	4.5%
Cc1cc2oc(=O)cc(Cn3ccnc3)c2cc1O	10.6%	2.7%	2.4%	4.9	-3.5	2.5%	-0.2%	0.8	0.7	6.7%
CCCCSc1nc(N)c(NC(=O)c2ccco2)c(=O)[nH]1	-3.9%	15.7%	-0.5%	-14.8	-6.2	2.6%	-7.7%	6.5	-1.7	-2.9%
COc1cccc(/C=N/N2CCN(c3ccncc3S(=O)(=O)N3CCCCC3)CC2)c1	.	-18.9%	-3.4%	-4.1	1.7	-3.2%	-0.5%[46.1 µM]	-3.6	-0.2	-1.8%
O=C(CCl)N1CCN(C(=O)C2COc3ccccc3O2)CC1 (stereo not drawn)	.	7.2%	?	-4.5	1.1	3.7%	-1.9%	-0.1	.	5.2%
COC(=O)CNc1c(-c2ccccn2)nc2ccc(Br)cn12	2.6%	0.8%	?	-10.4	-2.5	5.7%	1.8%	-3.3	5.6	-10.3%
O=C(Nc1cccc(F)c1)C1CCCCC1	5.4%	9.7%	27.3%	5.0	56.9	-0.4%	3.8%	5.6	5.4	17.7%
O=C(COc1ccc(F)cc1Br)NCc1nnc2ccccn12	.	7.2%	11.8%	-10.4	.	1.8%	0.8%	7.4	.	-11.5%

3 compounds out of the list above, sorted by the number in TSHR antag, rising:
| SMILES | TSHR antag |
| --- | --- |
| COC(=O)CNc1c(-c2ccccn2)nc2ccc(Br)cn12 | -2.5 |
| O=C(O)CCn1c(SCc2ccccc2)nc2ccccc21 | -1.6 |
| COc1ccccc1N1C(=O)c2cccc3c(C(=O)O)ccc(c23)C1=O | 8.3 |

Other structures follow:
SMILES	Mito fusion act	Eya2 inh	ELG1 repair inh	hERG WT inh	TSHR antag	USP2a inh	TCR activator	KCNH2 3.1 block	TRPV1 ag	A-T KAP1 phos
COc1cc(C(=S)N2CCOCC2)cc(OC)c1OC(=O)Cc1ccc(F)cc1	6.4%	-0.7%	-17.6%	7.0	11.0	-0.8%	7.1%[46.1 µM]	5.2	6.7	-2.9%
O=C(NCc1cccs1)C1CCCN(S(=O)(=O)c2ccc(Br)s2)C1 (stereo not drawn)	3.5%	.	.	0.4	.	.	-1.7%	-10.0	?	.
COc1cc(C(=O)NCC(c2ccco2)N2CCOCC2)cc(OC)c1OC (stereo not drawn)	-7.0%	-0.3%	-15.1%	-2.1	-7.9	-1.1%	5.0%	6.3	-5.3	-10.9%
Cc1cc(C)n2nc(C(=O)OC(C)C(=O)c3cc(C)c(C)cc3C)nc2n1 (stereo not drawn)	18.6%	-11.4%	18.8%	3.0	23.5	-0.4%	-34.0%	-14.9	-0.8	5.9%
CC(=O)Nc1ccc(NS(=O)(=O)c2ccc3c(c2)NC(=O)CC(=O)N3)cc1	-0.8%	2.0%	2.1%	2.7	-0.7	2.4%	4.5%	1.5	2.3	12.5%
COc1ccc(C(=O)NCC(C)C)c(OC)c1	0.4%	6.3%	12.2%	5.4	-9.6	3.3%	-7.8%[46.1 µM]	3.6	0.2	1.8%
O=C(O)c1ccc2c(c1)C1C=CCC1C(c1cc3c(cc1Br)OCO3)N2 (stereo not drawn)	11.2µM*	9.4%	3.6%	8.6	-29.3	-1.0%	1.7%	4.3	3.4	1.8%
COc1cc(NC(=O)c2cccs2)c(C(=O)OCC(=O)NC(=O)NC(C)(C)C)cc1OC	1.9%	-28.9%	6.4%	9.3	-5.2	-0.4%	-3.8%	0.2	27.2	.
O=S(=O)(NC1CC2CCC1C2)c1ccc(Cl)cc1 (stereo not drawn)	-8.1%	4.0%	-3.9%	9.9	5.5	0.2%	-5.9%	1.3	3.9	8.5%
C=CCn1c(CCn2c3ccccc3c3ccccc32)n[nH]c1=S	10.5%	4.8%	3.0%	6.4	7.9	0.0%	0.0%[46.1 µM]	-4.0	1.5	-4.9%
CCN(CC)CCCNC(=O)c1c(O)c2c([nH]c1=O)CCCC2	-4.7%	12.4%	0.9%	2.0	-6.6	1.5%	-14.1%	-6.1	-0.4	7.2%
O=C(COc1ccc2ccc(=O)oc2c1)N1CCN(c2ccc(F)cc2)CC1	23.6%	9.9%	2.7%	-10.6	-7.2	-1.7%	3.3%	5.0	1.0	0.6%
Cc1ccc(CSCC(=O)NCc2ccc3c(c2)OCO3)cc1	3.4%	-14.9%	-8.0%	6.1	-8.2	1.3%	2.3%	11.7	20.3	-1.1%
CC/C=C/C(=O)N1CC2(CC(c3cccc(NC(=O)CC(c4ccccc4)c4ccccc4)c3)=NO2)C[C@@H]1C(N)=O (stereo partly drawn)	8.0%	-0.4%	?	-4.3	-2.0	2.6%	9.2%	-31.7	-2.1	-19.4%
COc1cc2c(cc1OC)C(c1cccc(F)c1)CC(=O)N2 (stereo not drawn)	2.4%	3.6%	1.9%	-5.2	-0.2	0.0%	2.6%	27.2	0.1	-3.3%
COCC(=O)OCC(=O)Nc1cc(C(C)(C)C)nn1-c1ccccc1	-1.3%	7.9%	11.4%	1.6	8.0	1.0%	-0.2%	-5.9	4.3	-2.0%
COc1ccc(C(=O)Nc2cccc(S(=O)(=O)NC3=NCCC3)c2)cc1OC	.	2.3%	13.7%	-0.8	26.2	-2.3%	6.5%	19.1	.	9.7%
COc1ccc(CCNC(=O)C(C(=O)c2ccccc2)n2ccccc2=O)cc1OC (stereo not drawn)	2.3%	4.3%	13.6%	-5.4	22.4	-5.1%	-5.0%[46.1 µM]	-1.4	-6.2	-5.9%
COc1cccc(OCC(O)CN2CCN(c3ccccn3)CC2)c1 (stereo not drawn)	-3.2%	-3.5%	8.8%	-1.5	8.4	-0.7%	-1.8%[46.1 µM]	-11.6	1.5	-0.3%
CN1CCN(S(=O)(=O)c2ccc(N3CCN(C(c4ccccc4)c4ccccc4)CC3)nc2)CC1	8.2%	8.9%	?	-4.6	3.6	-1.0%	1.0%	-7.7	26.1	-2.9%
N/C(=N\OC(=O)Oc1ccccc1)c1cccc([N+](=O)[O-])c1	-10.7%	7.9%	14.3%	0.9	24.7	-0.8%	0.2%[46.1 µM]	5.0	-7.9	-6.6%
CC(=O)Nc1ccc(-c2csc(NC(=O)CCCc3cccs3)n2)cc1	-5.7%	-1.2%	18.4µM*	13.4	-6.1	-0.1%	2.2%[46.1 µM]	.	10.6	2.7%
COc1ccc(C2=NOC(C(=O)Nc3cc(C)nn3-c3ccccc3)C2)cc1OC (stereo not drawn)	-2.3%	14.4%	-2.9%	4.1	-0.2	-2.1%	-2.3%	5.2	-0.3	5.4%
COc1ccc(-n2nc(C#N)c(Cl)cc2=O)cc1	-27.5%	-12.1%	?	i	-45.1	0.0%	10.9%	-2.3	1.5	-0.6%
C=CCc1cc(Cl)ccc1OCCCNC(C)C	-4.1%	1.4%	-3.4%	9.0	-0.7	1.2%	3.0%[46.1 µM]	4.5	2.8	-0.2%
O=S(=O)(Nc1nc2ccccc2nc1N1CCc2ccccc2C1)c1ccc(Cl)cc1	3.4%	0.8%	?	9.0	2.9	-4.4%	-9.1%[46.1 µM]	12.7	2.0	-8.1%
CCCn1c(/N=C/c2c[nH]c3ccccc23)nc2ccccc21	-3.0%	7.7%	2.1%	-2.1	-6.0	-1.0%	10.2%	1.9	13.5	-6.4%
